Source: PubChem BioAssay
HCV core dimer: blocks dimerization of HCV core protein. AID 1899. 300,000 compounds, 0.33% hits. TR-FRET GST/Flag-core106 dimerization, 1536-well. inhibition, % at 5 µM;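 active means inhibition above the mean of all tested compounds plus 3 SD, set per screening campaign, cut at about 45% in these data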
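Assay system: Tagged HCV core106 pair (GST and Flag) | Buffer or medium: KF-containing HEPES buffer, pH 7.45, DTT, CHAPS, BSA | Also added: Eu donor and XL665 acceptor anti-tag antibodies | Dosing: One concentration, 5 µM, in 0.5% DMSO | Timing: 4 h at 22.5 °C | Technique: TR-FRET 671 and 617 nm emission | Repeats: Singlicate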
PREPL inhibitor: inhibitors of human prolyl oligopeptidase-like enzyme PREPL. recombinant PREPL, fluorescence polarization activity-based probe. inhibition, % at 5.96 µM. 320,000 compounds, 0.68% hits. AID 2751; in the data active means inhibition above about 43%;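 further: 0% = enzyme with DMSO and 100% = wells lacking enzyme; many of its hits are not listed in these tables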
EBNA-1 inh: blocks EBNA-1 binding to DNA; inhibition, % at 14.8 µM; AID 1950; 300,000 compounds, 0.34% hits; EBNA-1 DNA binding, fluorescence polarization; in the data active means inhibition above about 28%
PP1 inh: blocks human PP1-alpha phosphatase, a PP5 counter-screen; 320,000 compounds, 0.9% hits; purified PP1alpha, OMFP fluorescence; AID 2235; P62136; inhibition, % at 6.7 µM;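 active means inhibition above the mean inhibition of all tested compounds plus 3 SD, computed separately for each screening campaign, cut at about 15% in these data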
Target sequence (P62136 whole entry, looked up): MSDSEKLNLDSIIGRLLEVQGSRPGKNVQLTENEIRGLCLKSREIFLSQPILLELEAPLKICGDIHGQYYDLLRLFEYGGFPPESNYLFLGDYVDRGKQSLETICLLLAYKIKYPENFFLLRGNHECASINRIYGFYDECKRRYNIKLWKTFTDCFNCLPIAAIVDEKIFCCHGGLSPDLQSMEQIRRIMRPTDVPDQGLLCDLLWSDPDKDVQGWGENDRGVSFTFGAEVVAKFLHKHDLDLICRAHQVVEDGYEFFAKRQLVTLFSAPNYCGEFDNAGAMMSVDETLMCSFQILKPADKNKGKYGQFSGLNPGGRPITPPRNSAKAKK
ZTA counter: ZTA (EBV) inhibition in EBNA-1 counter-screen; P03206; ZTA-DNA binding, fluorescence polarization; inhibition, % at 11 µM; 320,000 compounds, 0.15% hits; AID 2234; in the data active means inhibition above about 33%
Target sequence (P03206 whole entry, looked up): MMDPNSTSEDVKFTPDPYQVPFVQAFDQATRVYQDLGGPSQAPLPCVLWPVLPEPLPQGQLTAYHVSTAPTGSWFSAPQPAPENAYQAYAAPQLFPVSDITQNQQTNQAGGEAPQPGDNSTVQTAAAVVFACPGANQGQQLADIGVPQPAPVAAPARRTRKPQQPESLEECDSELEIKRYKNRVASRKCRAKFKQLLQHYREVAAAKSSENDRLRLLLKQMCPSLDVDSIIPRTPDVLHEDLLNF
TPT1 inhibitor: inhibitors of Candida albicans tRNA 2'-phosphotransferase TPT1. inhibition, % at 5 µM. 300,000 compounds, 0.81% hits. AID 1962. recombinant caTPT1, FP RNA substrate dephosphorylation;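 active means inhibition above the mean of all tested compounds plus 3 SD, set per screening campaign, cut at about 24% in these data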;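 further: plate controls were DMSO alone for no effect and ferristatin control at 100 nM for full effect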
Efflux pump mplx: antifungal efflux pump inhibition, Nile Red retention | inhibition, % at 10 µM | 330,000 compounds, 0.44% hits | S. cerevisiae Candida pump triplex | AID 485275;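 active means plate passing quality check with inhibition over a set limit, or well fluorescence over plate mean plus 4 SD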;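 further: Nile Red retained in pooled yeast measured as flow cytometry median fluorescence; 0% = buffer negative control and 100% = Enniatin B positive control; higher means more Nile Red kept so more efflux inhibition; some compounds called inactive have numbers as strong as hits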
Fh CTSL1 inh: cathepsin L1 inhibition, PFM18AAP counter-screen; recombinant F. hepatica cathepsin L1, Z-Leu-Arg-MCA fluorescence; inhibition, % at 5.96 µM; 300,000 compounds, 0.49% hits;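 active means inhibition above the mean of all tested compounds plus 3 SD, set per screening campaign, cut at about 17% in these data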;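 further: 0% = plate median of test compound wells and 100% = 1 µM Z-Phe-Ala-diazomethylketone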
PP5 primary: PP5 (human) phosphatase inhibition | purified PP5c, OMFP substrate fluorescence | inhibition, % at 6.7 µM | 320,000 compounds, 0.18% hits | AID 1987;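 active means inhibition above the campaign's mean inhibition across all tested compounds plus 3 SD, cut at about 9.5% in these data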;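 further: 0% = DMSO only and 100% = 100 µM cantharidin control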
Target sequence (P53041 whole entry, looked up): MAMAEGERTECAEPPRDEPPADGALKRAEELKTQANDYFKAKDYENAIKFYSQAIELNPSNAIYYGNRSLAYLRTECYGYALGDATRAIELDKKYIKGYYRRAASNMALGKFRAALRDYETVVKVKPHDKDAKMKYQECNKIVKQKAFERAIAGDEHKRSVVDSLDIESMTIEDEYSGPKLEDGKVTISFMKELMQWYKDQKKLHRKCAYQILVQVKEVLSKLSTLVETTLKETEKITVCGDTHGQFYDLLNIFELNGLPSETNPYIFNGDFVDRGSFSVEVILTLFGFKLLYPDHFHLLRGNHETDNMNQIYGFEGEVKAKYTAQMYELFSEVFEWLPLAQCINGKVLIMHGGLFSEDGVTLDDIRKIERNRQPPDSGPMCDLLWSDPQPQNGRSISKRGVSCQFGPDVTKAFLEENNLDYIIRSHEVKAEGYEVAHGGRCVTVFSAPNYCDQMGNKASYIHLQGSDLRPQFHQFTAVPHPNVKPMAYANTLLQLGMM
Numbers without * were called inactive; . = not tested or not shown. Only part of the results is shown; rates above refer to the full screens.

SMILES | HCV core dimer | PREPL inhibitor | EBNA-1 inh | PP1 inh | ZTA counter | TPT1 inhibitor | Efflux pump mplx | Fh CTSL1 inh | PP5 primary
C/C(=N\NC(=O)CC1(C)OCCO1)c1cccs1 | -12 | 7 | 2 | -11 | -6 | 0 | 6.5* | -6 | -1.6
O=C(NC(=S)Nc1cccc2c(O)cccc12)c1ccco1 | -1 | 21 | -3 | 3 | 1 | 1 | 0.0 | 0 | 0.6
N#Cc1ccccc1CCN1C(=O)c2ccccc2C1=O | -1 | 14 | 2 | -1 | -11 | 2 | 0.1 | -2 | -2.7
Cc1cc(=O)n2[nH]c(-c3ccc(F)cc3)cc2n1 | -1 | 0 | 1 | -4 | -17 | 4 | 0.1 | -1 | 2.4
C=CCN1C=C2C(=O)C(C)(OC(=O)C3CCCC3)C(=O)C=C2C=C1c1ccsc1 (centres undefined) | 0 | 40 | -1 | 5 | -11 | -4 | -0.1 | 5 | 6.9
COC(=O)c1[nH]c2c(c1C)C(=O)CCC2 | -6 | -6 | -8 | -1 | 4 | 2 | 0.1 | -8 | -1.0
CCCn1nnc(NC(=O)Cc2ccc(Cl)cc2)n1 | 0 | 19 | -3 | -2 | -16 | -2 | -0.1 | 0 | -0.2
COc1ccccc1C1CC(=O)Nc2c1c(=O)n(C)c(=O)n2C (centres undefined) | -1 | 2 | 5 | -4 | 10 | 0 | -0.1 | 0 | -2.9
Cc1cccc(C)c1OCC(O)Cn1nnc2ccccc21 (centres undefined) | -4 | -8 | 3 | -2 | -7 | -4 | 0.0 | -2 | 0.4
CCCC12CN(C(=O)c3ccc([N+](=O)[O-])cc3)CC(C)(CN(C(=O)c3ccc([N+](=O)[O-])cc3)C1)C2=O | 0 | 9 | -8 | -1 | -3 | -1 | 0.1 | 4 | 0.1
O=C(O)c1ccc(Cl)c(S(=O)(=O)Nc2cccc(C(=O)Nc3cccc(C(F)(F)F)c3)c2)c1 | 11 | -2 | 9 | 0 | -5 | 1 | -0.1 | 1 | -1.4
O=C(Nc1nnc(-c2ccco2)o1)c1ccc([N+](=O)[O-])s1 | 1 | -2 | -4 | 6 | 2 | 8 | -0.1 | -7 | -2.0
CC(C)CNS(=O)(=O)c1ccc(CCC(=O)NCCC2=CCCCC2)cc1 | 1 | 4 | -3 | 0 | 5 | -4 | 0.1 | 0 | 0.1
CC(=O)C1C(c2cccc(F)c2)NC(=O)NC1(O)C(F)(F)F (centres undefined) | 1 | -1 | -6 | -2 | 3 | 1 | 0.4 | -3 | -1.2
CC1(C(=O)NC2CCCCCCC2)CCC(=O)N1Cc1ccco1 (centres undefined) | 8 | 5 | 13 | -1 | 10 | 1 | -0.1 | 0 | -0.1
N/C(=N\OC(=O)C1CCCCC1)c1ccccn1 | -6 | 0 | 3 | 4 | 1 | 3 | -0.1 | -2 | 2.9
Cc1cccc(N2C(=O)N(c3ccccc3C)C3CS(=O)(=O)CC32)c1 (centres undefined) | 1 | -1 | -2 | 0 | -3 | 2 | 0.0 | -3 | 2.7
Cc1ccc(CNC(=O)C2CCCN(C(=O)Nc3ccc(F)cc3)C2)cc1 (centres undefined) | 5 | -6 | 3 | 2 | -2 | -2 | 0.0 | -2 | 2.0
Cc1ccc(-c2[nH]ncc2/C=N/n2c(C)nc3ccccc3c2=O)cc1 | 6 | -7 | -14 | 3 | 0 | -1 | 0.0 | 3 | -0.3
O=S(=O)(O/N=C1\CCCc2ccccc21)c1ccccc1 | -5 | -2 | 9 | 1 | 11 | 0 | -0.1 | 1 | -1.6
Cc1nn(CCCC(=O)Nc2ccc(Br)cc2F)c(C)c1[N+](=O)[O-] | 1 | 12 | -5 | 1 | -1 | 0 | -0.1 | 1 | 0.1
CC(C)(C)c1nc(CN2CCOCC2)cc(CN2CCOCC2)c1O | -2 | -1 | 1 | 4 | -3 | 2 | -0.1 | -1 | 1.6
O=c1c(Cl)c(N2CCN(c3ccccc3)CC2)cnn1C12CC3CC(CC(C3)C1)C2 | 6 | 23 | 0 | -5 | 4 | -2 | -0.1 | 5 | 1.1
COc1ccc2c(C=O)c[nH]c2c1 | -3 | 11 | 4 | 0 | -12 | 0 | 0.0 | 1 | -0.3
O=C(O)C1C2C=CC(C2)C1C(=O)NCc1ccccc1 (centres undefined) | 6 | -7 | -13 | -1 | -11 | -2 | -0.1 | 0 | 2.7
CCOC(=O)Nc1nnc(/C=C/c2ccc(OC)cc2)s1 | -1 | 6 | 1 | 7 | 3 | 3 | 0.1 | 6 | 2.6
CCOc1ccccc1N1CCN(C(=O)COc2ccc3c(C)cc(=O)oc3c2)CC1 | 3 | 19 | -7 | -5 | -2 | -2 | 0.2 | -7 | -0.3
CN(C)c1ccc(C2(c3ccc(N(C)C)cc3)OC(=O)c3cc(N)ccc32)cc1 | -17 | 4 | -7 | 5 | 5 | 1 | 0.1 | 4 | 7.4
COc1cc(OC)cc(-c2c(C#Cc3ccsc3)c3cc(-c4cnc(OC)nc4)ccc3n2C)c1 | . | 22 | . | 1 | 8 | . | 0.3 | . | 0.8
Cc1onc(-c2c(Cl)cccc2Cl)c1C(=O)NC(C)(C)CO | -1 | -1 | 9 | -2 | 21 | -6 | 0.1 | -3 | 1.3

Next section, overlapping the part above by 3 compounds.
SMILES | HCV core dimer | PREPL inhibitor | EBNA-1 inh | PP1 inh | ZTA counter | TPT1 inhibitor | Efflux pump mplx | Fh CTSL1 inh | PP5 primary
CN(C)c1ccc(C2(c3ccc(N(C)C)cc3)OC(=O)c3cc(N)ccc32)cc1 | -17 | 4 | -7 | 5 | 5 | 1 | 0.1 | 4 | 7.4
COc1cc(OC)cc(-c2c(C#Cc3ccsc3)c3cc(-c4cnc(OC)nc4)ccc3n2C)c1 | . | 22 | . | 1 | 8 | . | 0.3 | . | 0.8
Cc1onc(-c2c(Cl)cccc2Cl)c1C(=O)NC(C)(C)CO | -1 | -1 | 9 | -2 | 21 | -6 | 0.1 | -3 | 1.3
Cc1[nH]c(=O)c(C(=O)/C=C/c2ccccc2F)c2c1CCCC2 | 14 | 16 | 9 | -3 | 30 | 3 | 0.0 | 5 | -0.2
O=C(CCN1C(=O)c2ccccc2C1=O)NC(=S)Nc1cccc(Cl)c1 | 11 | -33 | -4 | 4 | -14 | 4 | 0.0 | -1 | 2.6
CN(Cc1ccc(O)cc1)C1CCCCC1 | -5 | 22 | 11 | 0 | 2 | -6 | -0.2 | 0 | -0.5
O=C(Cc1ccccc1)NCCc1ccc(Cl)cc1Cl | 3 | -6 | -6 | 10 | 9 | -2 | 0.1 | -5 | 2.6
COc1ccc(OC)c(-n2c(-c3ccccc3)n[nH]c2=S)c1 | 3 | 4 | 7 | -4 | -10 | -1 | 0.0 | 0 | 0.6
Cc1ccc(C(=O)Nc2nccs2)s1 | -10 | -10 | 3 | 3 | -7 | 1 | -0.4 | -4 | 2.1
O=C(Nc1ncc([N+](=O)[O-])s1)c1cccc([N+](=O)[O-])c1 | -12 | 4 | -3 | 0 | -4 | -1 | 1.1 | -5 | -0.4
CN(C)c1ccc(NC(=S)N(CCc2ccccc2)C2CC(=O)N(c3c(Cl)cccc3Cl)C2=O)cc1 (centres undefined) | 40 | -3 | 3 | -2 | 9 | -5 | -0.1 | 0 | 0.1
C=C(C)CN1CCN(S(=O)(=O)c2ccc(C)c(N(C)S(=O)(=O)c3ccc(C)cc3)c2C)CC1 | 7 | 6 | -1 | -1 | -7 | -3 | -0.1 | 1 | 2.8
CCOc1ccc(NC(=O)C(c2ccccn2)N(C(=O)CCl)c2ccc(OC)cc2)cc1 (centres undefined) | -2 | 3 | -2 | -1 | 7 | 1 | -0.1 | 0 | 0.3
O=C(NCC(c1ccco1)N1CCCC1)c1cc2cc(Cl)ccc2o1 (centres undefined) | . | 20 | . | 0 | -10 | . | 0.0 | . | 1.5
Cc1ccc(C)c(NC(=O)/C(C#N)=C/c2ccc(Sc3nncn3C)c([N+](=O)[O-])c2)c1 | 9 | 3 | 3 | 3 | 0 | 11 | 0.1 | 1 | -0.3
COc1ccc(C2NC(=O)NC(O)(C(F)(F)F)C2C(=O)c2ccc(C)cc2)cc1 (centres undefined) | 5 | -1 | 1 | -6 | 3 | -7 | -0.1 | -1 | 2.0
COc1ccc(NC2CCCCC2NS(=O)(=O)c2ccc(C)cc2)cc1 (centres undefined) | 4 | 3 | -8 | -4 | -2 | -1 | 0.1 | 1 | 1.5
C/C(=N\NC(=O)c1nnn(-c2nonc2N)c1-c1ccccc1)c1ccccc1O | 4 | -6 | 5 | 1 | 10 | -2 | 0.0 | -3 | 1.8
Cc1ccccc1NC(=O)CSC1=NCCN1 | -3 | 11 | 0 | -4 | 9 | 1 | 0.0 | -3 | -0.7
COc1ccc(-c2cn(CCO)c(-c3ccc(Cl)nc3)n2)cc1 | 8 | 6 | 4 | -5 | 24 | 0 | 0.1 | -1 | 0.1
CCCn1c(SCC(=O)NCc2cccs2)nc2c1c(=O)n(C)c(=O)n2C | 1 | 21 | -2 | -3 | 3 | 2 | 0.1 | 0 | -0.4
O=S(=O)(Nc1nc2ccccc2nc1NCc1ccco1)c1cccs1 | -2 | -3 | 7 | 1 | -14 | 1 | 0.1 | 0 | 3.6
CCc1nnc(NC(=O)CSc2nnc(-c3c[nH]c4ccccc34)n2CC)s1 | 4 | 2 | -10 | -2 | -5 | -4 | 0.1 | 0 | 1.1

Already shown: entries from further up.
SMILES | HCV core dimer | PREPL inhibitor | EBNA-1 inh | PP1 inh | ZTA counter | TPT1 inhibitor | Efflux pump mplx | Fh CTSL1 inh | PP5 primary
O=C(Nc1nnc(-c2ccco2)o1)c1ccc([N+](=O)[O-])s1 | 1 | -2 | -4 | 6 | 2 | 8 | -0.1 | -7 | -2.0
CC(C)CNS(=O)(=O)c1ccc(CCC(=O)NCCC2=CCCCC2)cc1 | 1 | 4 | -3 | 0 | 5 | -4 | 0.1 | 0 | 0.1
CC(=O)C1C(c2cccc(F)c2)NC(=O)NC1(O)C(F)(F)F (centres undefined) | 1 | -1 | -6 | -2 | 3 | 1 | 0.4 | -3 | -1.2

The list goes on:
SMILES | HCV core dimer | PREPL inhibitor | EBNA-1 inh | PP1 inh | ZTA counter | TPT1 inhibitor | Efflux pump mplx | Fh CTSL1 inh | PP5 primary
CCC1C(=O)Nc2ccccc2N1C(=O)COc1ccccc1 (centres undefined) | -3 | -7 | -6 | -3 | -1 | 1 | 0.0 | -2 | 1.9
Cc1ccc(CN(Cc2cccnc2)C(=O)CN2C(=O)COc3ccccc32)o1 | 6 | 4 | -2 | 3 | 3 | 1 | 5.9* | -3 | 4.2
CCc1ccc(-n2nnnc2SCC(=O)NNC(=O)c2ccco2)cc1 | -2 | -1 | -11 | -2 | 3 | 1 | 0.2 | 0 | 3.4
COc1ccc(CNC(=O)C(=O)NCC(c2ccco2)N2CCOCC2)cc1 (centres undefined) | -2 | 0 | 3 | -3 | -2 | -2 | 0.1 | -1 | -1.8

Profiles, quoted from the list. Order of values: HCV core dimer | PREPL inhibitor | EBNA-1 inh | PP1 inh | ZTA counter | TPT1 inhibitor | Efflux pump mplx | Fh CTSL1 inh | PP5 primary
Profile of `COc1ccc(CNC(=O)C(=O)NCC(c2ccco2)N2CCOCC2)cc1` (centres undefined) = -2 | 0 | 3 | -3 | -2 | -2 | 0.1 | -1 | -1.8
Profile of `CCC1C(=O)Nc2ccccc2N1C(=O)COc1ccccc1` (centres undefined) = -3 | -7 | -6 | -3 | -1 | 1 | 0.0 | -2 | 1.9
Profile of `Cc1ccc(CN(Cc2cccnc2)C(=O)CN2C(=O)COc3ccccc32)o1` = 6 | 4 | -2 | 3 | 3 | 1 | 5.9* | -3 | 4.2
Profile of `CCc1ccc(-n2nnnc2SCC(=O)NNC(=O)c2ccco2)cc1` = -2 | -1 | -11 | -2 | 3 | 1 | 0.2 | 0 | 3.4
